PKA-R2B activ: PKA-R2B complex activation; P22694+P31323; PKA-R2B holoenzyme dissociation, Cy5-IP20 fluorescence polarization; R2B truncated from residue 108, S112A mutant; 0% DMSO only, 100% 113 µM cGMP; activation, % at 11.4 µM; hit rate 0.079% among 340,000;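 active = activation above a cutoff set at the mean over all compounds plus 3 SD, cut at about 18% in these data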;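 also: higher means more holoenzyme dissociation and a rise in polarization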
DAGLB inhibitor: blocks human DAGLB lipase activity. AID 504411. HEK293T DAGLB membrane lysate, EnzChek fluorogenic substrate. inhibition, % at 5.17 µM. hit rate 0.059% among 340,000; in the data active = inhibition above about 34%;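 also: 0% = enzyme with vehicle and 100% = wells lacking enzyme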
V-ATPase pHluor: yeast V-ATPase proton transport regulation by pHLuorin; S. cerevisiae, pHLuorin cytosolic pH fluorescence; response, % at 10 µM; hit rate 0.37% among 350,000; in the data active = response mostly above about 7.3%, no sharp cut-off; inactive = mostly below about 5.4%; also: actives read high; inactives centre near 0; some compounds called inactive have numbers as strong as hits; reference of the scale not given here
PKA-R1A activ: activates the PKA-R1A holoenzyme complex. P00514+P68181. PKA-R1A dissociation, Cy5-IP20 fluorescence polarization; scaled: DMSO 0%, 113 µM cGMP 100%. activation, % at 11.4 µM. hit rate 0.083% among 340,000;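 active = percent activation above the mean of all tested compounds plus 3 SD, cut at about 19% in these data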;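 also: higher means more PKAc released from R1A so a rise in polarization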
MOR-DOR ag: agonists of human mu-delta opioid receptor heterodimerization; cells, OPRM1-OPRD1 heterodimerization, luminescence; activation, % at 9.3 µM; hit rate 0.3% among 340,000; AID 504326; in the data active = activation above about 18%;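 also: 0% = vehicle-treated cells and 100% = reference agonist; values of inactives mirror those of a sister screen read the other way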
HTR5A inv ctr: HTR5A inverse agonism, opioid heterodimer counter-screen; HTR5A cell line, luminescence; hit rate 0.083% among 340,000; AID 504634; inhibition, % at 9.3 µM; in the data active = inhibition mostly above about 23%, no sharp cut-off; inactive = mostly below about 18%;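 also: 0% = cells with DMSO and 100% = no-cell wells with DMSO; some compounds called inactive have numbers as strong as hits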
DSG3 Ab inh: inhibitors of pemphigus antibody binding to human desmoglein-3; P32926; binding (percent of control), % at 10 µM; hit rate 0.48% among 310,000; AID 588358; DSG3-coupled beads, scFv-anti-DSG3-GFP binding, flow cytometry; hits give low values;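 active = binding more than 3 SD below its plate's average and above zero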;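 also: hits lower antibody fragment binding to DSG3; some compounds called inactive have numbers as strong as hits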
Target sequence (P32926 whole entry, looked up, the tested form may be a part): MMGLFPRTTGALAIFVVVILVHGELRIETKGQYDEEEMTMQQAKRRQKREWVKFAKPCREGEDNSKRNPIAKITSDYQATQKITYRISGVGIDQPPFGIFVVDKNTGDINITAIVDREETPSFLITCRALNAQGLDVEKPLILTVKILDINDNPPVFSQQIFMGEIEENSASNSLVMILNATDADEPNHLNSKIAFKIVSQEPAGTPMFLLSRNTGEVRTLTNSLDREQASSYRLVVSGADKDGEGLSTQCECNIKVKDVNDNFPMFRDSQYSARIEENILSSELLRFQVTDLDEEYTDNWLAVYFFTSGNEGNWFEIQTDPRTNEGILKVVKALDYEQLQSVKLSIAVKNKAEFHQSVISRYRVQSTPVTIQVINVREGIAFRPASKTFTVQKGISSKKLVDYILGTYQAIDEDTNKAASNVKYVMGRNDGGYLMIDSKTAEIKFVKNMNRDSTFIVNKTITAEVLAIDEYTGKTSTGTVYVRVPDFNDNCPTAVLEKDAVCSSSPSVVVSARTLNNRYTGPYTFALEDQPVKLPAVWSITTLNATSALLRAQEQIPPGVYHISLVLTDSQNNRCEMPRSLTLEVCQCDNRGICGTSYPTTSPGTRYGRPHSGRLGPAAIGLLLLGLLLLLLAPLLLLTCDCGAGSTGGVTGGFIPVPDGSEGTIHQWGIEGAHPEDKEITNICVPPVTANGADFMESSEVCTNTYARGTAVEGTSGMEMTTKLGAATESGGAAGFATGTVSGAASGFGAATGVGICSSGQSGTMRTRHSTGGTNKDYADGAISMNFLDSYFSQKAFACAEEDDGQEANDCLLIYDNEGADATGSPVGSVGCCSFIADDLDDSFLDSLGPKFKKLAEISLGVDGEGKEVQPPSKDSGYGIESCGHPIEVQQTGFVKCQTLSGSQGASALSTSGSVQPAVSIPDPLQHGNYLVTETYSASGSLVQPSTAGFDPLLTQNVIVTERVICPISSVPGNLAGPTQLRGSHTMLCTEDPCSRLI
HTR5A ag ctr: counter-screen for OPRM1-OPRD1 agonists: human HTR5A agonism | HTR5A agonist assay, luminescence, cell-based | activation, % at 9.3 µM | hit rate 0.61% among 340,000; in the data active = activation mostly above about 9.5%, no sharp cut-off; inactive = mostly below about 7.6%;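 also: 0% = cells with vehicle only and 100% = reference agonist; strong numbers were not always called active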
Arr AP2 block: blocks beta-arrestin peptide binding to AP2 adaptin; FITC-arrestin peptide / GST-AP2 beads, flow cytometry; AP2 beta2 appendage carries R879A mutation; inhibition, % at 10 µM; hit rate 0.31% among 340,000; AID 504490;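 active = inhibition above a set limit, near 3 SD of compounds lacking own fluorescence, cut at about 54% in these data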;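 also: plate controls were DMSO wells for no effect and 5 µM unlabelled arrestin peptide for full effect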
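Test system: GST-tagged AP2 beta2-adaptin appendage (R879A) on 4 µm glutathione beads; also added: fluorescein-tagged arrestin peptide at 50 nM final; timing: 12 min plus 1 h, RT; signal: flow cytometry, FL1 (488/535 nm); read-out: percent drop in bead-associated FITC signal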
OPRM1-OPRD1 inv: inverse agonist of human OPRM1-OPRD1 heterodimerization | cell-based MOR-DOR heterodimer luminescence, inverse agonism | AID 504357 | P35372+P41143 | inhibition, % at 9.3 µM | hit rate 0.21% among 340,000; in the data active = inhibition above about 22%, passing the limit was not always enough;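 also: 0% = cells with DMSO and 100% = wells without cells with DMSO; values of inactives mirror those of a sister screen read the other way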
Starred values were filed as active, the others as inactive; · = no result given.

mol	Arr AP2 block	DSG3 Ab inh	PKA-R1A activ	V-ATPase pHluor	PKA-R2B activ	HTR5A ag ctr	DAGLB inhibitor	HTR5A inv ctr	OPRM1-OPRD1 inv	MOR-DOR ag
O=C(CN1CCN(S(=O)(=O)c2ccc(Br)cc2)CC1)N/N=C/c1ccccc1C(=O)O	27.7	109.3	2.8	2.0	6.2	1.1	-0.7	-4.1	15.9	-3.2
O=S(=O)(Nc1ccc(C(F)(F)F)cc1)c1cnc[nH]1	0.3	99.3	-15.1	-0.5	-16.2	1.3	2.0	-10.5	8.6	-1.5
CCOc1ccc(/C(O)=C2/C(=O)C(=O)N(CC3CCCO3)C2c2ccc(C)o2)cc1 (configuration not stated)	2.1	96.1	-8.0	-0.4	3.0	0.6	0.3	10.2	11.3	-1.9
O=C(CNS(=O)(=O)c1ccc2c(c1)OCCCO2)N1CCN(c2ccc(F)cc2)CC1	5.6	107.1	-15.3	1.0	-9.2	7.7	-2.0	-18.7	-6.9	1.7
COc1ccc(S(=O)(=O)NCCc2ccccc2)cc1	3.8	·	-0.7	-1.4	5.3	-1.6	-3.7	5.1	13.5	-2.6
Cn1c(N2CCN(C(=O)NC34CC5CC(CC(C5)C3)C4)CC2)nc2ccccc21	4.5	·	-1.0	0.6	-1.8	0.9	0.3	-2.5	4.1	-0.7
Cn1nc(C(=O)Nc2ccc3c(c2)OCCO3)c2ccccc2c1=O	-7.5	106.6	4.6	1.6	-2.5	-0.2	-2.6	8.8	13.6	-3.6
CCCCCOC(=O)C1=C(C)Nc2nnnn2C1c1ccccc1Cl (configuration not stated)	-0.9	91.8	-12.5	-6.0	-20.1	2.1	-0.6	-25.0	-77.6	14.3
N#Cc1nc(Cc2cccc3ccccc23)oc1NCc1ccc(F)cc1	39.9	111.1	-1.2	4.2	4.8	-0.9	-1.7	-3.5	-17.6	3.1
O=C(Oc1cc(=O)oc2ccccc12)c1ccco1	8.2	·	0.7	1.9	-5.6	4.5	-0.2	-14.3	-5.7	1.0
CCC1CCCCN1C(=O)COc1ccc(N(C)S(=O)(=O)c2ccc(C)cc2)cc1 (configuration not stated)	30.3	112.0	-2.9	-1.3	1.9	14.6	-3.9	-37.5	7.7	-1.9
CSc1cccc(NC(=O)c2nnn(CC(=O)Nc3cc(C)cc(C)c3)c2N)c1	-3.0	96.4	-11.4	-5.0	-2.3	0.9	0.6	-17.0	11.1	-2.2
O=C(CSc1nnc(-c2ccc(O)cc2)o1)Nc1ccc2c(c1)OCCO2	-3.6	103.9	-1.3	1.1	-6.0	-4.6	-0.2	3.1	11.1	-1.9
CC(=O)NC1CC2CCCC(C1)N2C(=O)Nc1ccccc1 (configuration not stated)	-6.1	·	-6.3	3.7	-3.5	1.5	2.0	-4.0	9.6	-1.6
S=C(Nc1ccc(Cl)cc1Cl)Nc1ccccc1Oc1ccccc1	3.5	101.9	-1.5	0.5	-0.8	-1.8	-10.3	6.4	-14.4	2.7
O=[N+]([O-])c1cccc(/C=N/n2cnnc2)c1O	-3.6	108.6	-9.2	-1.3	-3.6	-3.7	5.2	22.2	19.6	-3.7
COc1cccc(OCc2cc(C(=O)N(C)Cc3nccn3C)no2)c1	7.0	105.9	1.7	1.9	-3.1	0.7	0.0	16.8	19.3	-3.7
O=C(Cc1c(F)cccc1Cl)N1CCN(S(=O)(=O)c2cccc(F)c2)CC1	-2.2	104.1	-4.0	-1.4	5.0	3.2	1.1	-5.2	1.8	-0.3
CCc1ccc(C2NC(=S)NC3=C2C(=O)CC(C)(C)C3)cc1 (configuration not stated)	9.6	·	7.7	-3.0	-3.9	0.6	-1.5	20.9	3.2	-0.6
COc1ccc(OC)c(/C=N/NC(=O)CC(=O)NCc2ccccc2)c1	13.8	104.8	-6.0	-5.2	0.0	-3.1	1.0	-4.9	5.0	-1.0
Cc1ccc(S(=O)(=O)CCC(=O)OCC(=O)NNC(=O)c2ccc([N+](=O)[O-])cc2)cc1	7.7	·	-10.5	2.5	2.1	-4.4	0.1	12.2	5.1	-1.2
Cc1c(C(C)(C)C)sc(=NC(=O)c2ccccc2O)n1C	9.9	115.6	4.8	-0.4	0.3	0.4	-13.1	-1.4	-2.9	0.7
CC(=O)c1ccc(OCCCC(=O)Nc2ccc(C)c(S(=O)(=O)N3CCOCC3)c2)cc1	23.5	90.4	0.6	2.4	-7.2	5.0	1.6	9.4	11.1	-2.0
O=C(Nc1cccc(C(F)(F)F)c1)N1CCN(C(=O)Nc2cccc(C(F)(F)F)c2)CC1	9.9	102.3	-5.6	1.0	-6.5	4.3	0.1	-10.8	-5.6	1.1
CCOC(=O)c1[nH]c(C)c(/C(C)=N\O)c1C	-17.8	90.6	7.9	-1.7	2.7	2.4	1.5	-24.1	15.6	-3.0
O=C(c1ccc2c(=O)n(C3CCCC3)c(=S)[nH]c2c1)N1CCN(C2CCCCC2)CC1	0.2	101.6	6.0	0.8	-2.2	4.2	0.7	-11.6	5.5	-1.3
Cc1nc2c(nnn2Cc2ccccc2)c(=O)[nH]1	0.8	98.5	-7.9	2.0	3.8	7.5	-0.3	-20.3	13.3	-2.7
NC(=O)C(c1ccc(Cl)cc1Cl)c1ncc(C(F)(F)F)cc1Cl (configuration not stated)	9.7	103.4	16.7	2.2	3.6	7.9	-2.7	-20.6	-21.7	4.4
NC(=O)c1ccc(NC(=O)CN2C(=O)NC(c3ccccc3)(c3ccccc3)C2=O)cc1	26.7	100.5	-8.7	-1.4	2.8	2.2	-1.5	-8.2	17.4	-3.5
O=C(c1ccco1)N1CCN(C(c2ccccc2)c2nnnn2C2CCCC2)CC1 (configuration not stated)	5.2	·	-6.8	-2.9	3.0	-1.0	2.0	7.4	4.1	-0.9
Cc1nnc(NC(=O)C(C)Sc2nnc(CNC(=O)c3ccccc3F)n2C)s1 (configuration not stated)	1.1	133.9	-4.2	-7.4	-5.3	-2.4	-3.3	6.6	0.2	0.0
COc1ccc(CCN(C(=O)C(F)(F)F)C(C(=O)NC2CCCC2)c2cccs2)cc1 (configuration not stated)	-4.6	104.1	-4.5	1.6	-7.2	7.5	-9.0	-15.8	-6.8	1.2
O=C(O)c1ccc(NC2=C/C(=N/S(=O)(=O)c3ccccc3)c3ccccc3C2=O)cc1	38.2	104.4	-6.3	-6.8	2.1	-2.6	14.2	25.3	-144.4	28.2*
CSCc1ccc(C(=O)Nc2ccc(C(N)=O)cc2)cc1	6.0	100.6	2.8	-3.7	3.7	1.9	-1.1	-4.6	3.5	-0.7
COc1ccccc1[N+](=O)[O-]	11.2	104.9	7.5	1.8	-5.7	-1.8	0.9	7.6	16.3	-3.0
CC(=O)NC1C(OCCOc2ccc(Cl)cc2Cl)OC(COC(C)=O)C(OC(C)=O)C1OC(C)=O (configuration not stated)	-2.8	119.6	8.2	0.6	-0.8	-5.9	-1.2	16.1	3.9	-0.9
COc1cc(OC)cc(C(=O)NC(=S)NCCc2ccccc2)c1	8.1	95.3	3.4	-3.2	-14.3	1.1	-7.9	-19.4	0.6	-0.1
N#Cc1nc(-c2cccc(Cl)c2)oc1N1CCC(C(N)=O)CC1	-2.8	103.8	-9.1	2.4	-9.3	-0.6	4.1	2.0	11.1	-2.3
Cc1ccc(NC(=O)CN(C)C(=O)COC(=O)C2=COCCO2)cc1	14.8	101.5	-4.7	-1.2	-2.5	5.0	0.8	-13.7	-4.4	0.7
CC(C)CCNC(=O)c1ccc(NC(=O)C2=CSCCO2)cc1	10.2	96.2	-9.9	-3.0	-9.9	2.4	1.1	-9.5	11.4	-2.1
COC(=O)CCC(=O)Nc1cccc(Br)c1	13.0	·	0.8	0.3	14.2	-2.6	0.5	6.2	6.8	-1.6
Cc1cc(C)c2[nH]c(C(=O)Nc3ccc4c(c3)OCO4)cc2c1	11.1	·	-6.9	0.1	0.8	-1.8	-3.1	-11.4	-29.0	5.9
CN(C(=O)c1cccc(NC(=O)Cc2ccc(NC(=O)C3CCN(C(=O)C4CC4)CC3)cc2)c1)C1CC1	32.8	97.2	-6.0	0.7	-3.5	4.6	-2.9	-17.2	14.6	-3.1
Cc1cc(C=NCCCO)c(C)n1-c1cc(Cl)ccc1Cl	-36.5	92.0	3.5	-0.3	-7.7	0.1	-2.7	30.6	10.0	-2.1
Cc1nc(SCC(=O)NC2CCCC2)[nH]c(=O)c1Cc1ccccc1	-2.3	101.8	0.6	2.8	1.8	10.2	1.7	-26.9	1.4	-0.2
COc1cc(SC)ccc1C(=O)N1CCN(c2ccccc2F)CC1	12.3	105.3	-1.4	-0.1	-5.2	0.3	-3.1	-0.9	7.8	-1.5
Cn1c(-c2ccccc2)c(/C=N/NC(=O)c2ccc(O)cc2)c2ccccc21	-13.3	104.7	-11.9	-0.1	-5.9	6.3	2.4	14.1	5.1	-1.0
COC(=O)c1ccc(C(=O)OC)c(NC(=S)N2CCC(C(N)=O)CC2)c1	6.8	110.3	2.2	-1.8	-5.6	-4.8	0.6	-25.3	6.1	-1.2
O=C(NC(NC1CCS(=O)(=O)C1)C(Cl)(Cl)Cl)c1cccc(Cl)c1 (configuration not stated)	10.8	100.8	0.6	-1.4	-11.9	3.4	-1.2	-9.1	14.1	-2.3
COCC1CCN(C(=O)C2CCC(=O)N(Cc3cccc(F)c3)C2)CC1 (configuration not stated)	-18.6	97.2	0.3	-2.4	7.7	1.9	-0.6	-4.5	20.3	-4.0
O=C(NCCN1CCOCC1)c1ccc2ccccc2n1	31.9	101.7	-10.4	9.1	6.8	-0.6	1.5	16.0	4.9	-0.9
COCCC(=O)N1CCC(Oc2ccc(C(=O)NC3Cc4ccccc4C3)cc2)CC1	3.6	·	-5.0	-0.7	5.9	2.9	3.0	14.6	3.3	-0.6
Nc1ccn([C@@H]2O[C@H](CNC(=O)[C@@H](N)CSCc3ccccc3)[C@@H](O)[C@H]2O)c(=O)n1	·	102.1	-12.0	-2.2	14.5	·	-0.9	·	·	·
COc1ccc(/C=N/Nc2nncn2N)cc1Br	8.1	116.0	5.5	-1.0	-1.3	1.8	0.2	-6.9	-34.3	6.9
CCc1nnc(NC(=O)CSc2ccc(-c3ccco3)nn2)s1	2.9	115.7	-11.2	-3.6	-2.8	-2.4	-0.5	6.0	13.3	-2.8
O=c1[nH]c(CN2CCN(c3ccccc3)CC2)nc2ccccc12	20.9	119.2	2.8	-3.3	6.7	3.1	0.0	-9.3	12.1	-2.1
